Source: PubChem
MEP2 TOR yeast: modulators of MEP2-GFP levels in yeast, primary screen, S. cerevisiae, multiplex flow cytometry, MLPCN library; S. cerevisiae MEP2-GFP strain, 3 h; 100% = DMSO control level; GFP response vs DMSO, % at 10 µM; 330,000 tested, 0.51% active; AID 2016, 2009;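 active = GFP response versus DMSO above a set limit, roughly screen mean plus 3 SD, cut at about 180% in these data; inconclusive = fewer than 70 cells counted for a yeast strain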;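 also: median GFP fluorescence of the barcode-gated MEP2-GFP cells per well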
LAP4-GFP MLPCN: modulators of LAP4-GFP expression in yeast, primary screen, S. cerevisiae, multiplex flow cytometry, MLPCN library; GFP response vs DMSO, % at 10 µM; 3 h; median GFP as percent of DMSO wells; 320,000 tested, 0.34% active;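 active = GFP response vs DMSO above a set limit, about the screen mean plus 3 SD, cut at about 150% in these data; inconclusive = under 70 cell events counted for the yeast strain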
Efflux pump inh: inhibitors of Candida efflux pumps in yeast, primary screen, S. cerevisiae, Nile Red, multiplex; 330,000 tested, 0.44% active; AID 485275, 2010; S. cerevisiae Candida pump triplex; inhibition, % at 10 µM;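 active = plate passing quality check with inhibition over a set limit, or well fluorescence over plate mean plus 4 SD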;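 also: Nile Red retained in pooled yeast measured as flow cytometry median fluorescence; 0% = buffer negative control and 100% = Enniatin B positive control; higher means more Nile Red kept so more efflux inhibition; some compounds called inactive have numbers as strong as hits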
AGP1-GFP MLPCN: modulators of AGP1-GFP expression in yeast TOR pathway, primary screen, cell-based, multiplex flow cytometry, S. cerevisiae, MLPCN library; 3 h; GFP as percent of DMSO wells; GFP response vs DMSO, % at 10 µM; 320,000 tested, 0.02% active; AID 2066, 2009;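 active = GFP response relative to DMSO above a set limit, near screen average plus 3 SD, cut at about 150% in these data; inconclusive = fewer than 70 cells counted for the yeast strain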;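 also: median GFP channel fluorescence of the gated AGP1 strain per well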
AHR activator: AHR activators, primary screen, cell-based, luminescence, luciferase reporter, human. Aryl hydrocarbon receptor (Homo sapiens), P35869. AHR-responsive luciferase reporter cells. activation, % at 5 µM. 320,000 tested, 2.5% active. AID 2796, 2010; in the data active = activation above about 47%;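 also: 0% = vehicle wells and 100% = reference agonist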
Target sequence (P35869 whole entry, looked up): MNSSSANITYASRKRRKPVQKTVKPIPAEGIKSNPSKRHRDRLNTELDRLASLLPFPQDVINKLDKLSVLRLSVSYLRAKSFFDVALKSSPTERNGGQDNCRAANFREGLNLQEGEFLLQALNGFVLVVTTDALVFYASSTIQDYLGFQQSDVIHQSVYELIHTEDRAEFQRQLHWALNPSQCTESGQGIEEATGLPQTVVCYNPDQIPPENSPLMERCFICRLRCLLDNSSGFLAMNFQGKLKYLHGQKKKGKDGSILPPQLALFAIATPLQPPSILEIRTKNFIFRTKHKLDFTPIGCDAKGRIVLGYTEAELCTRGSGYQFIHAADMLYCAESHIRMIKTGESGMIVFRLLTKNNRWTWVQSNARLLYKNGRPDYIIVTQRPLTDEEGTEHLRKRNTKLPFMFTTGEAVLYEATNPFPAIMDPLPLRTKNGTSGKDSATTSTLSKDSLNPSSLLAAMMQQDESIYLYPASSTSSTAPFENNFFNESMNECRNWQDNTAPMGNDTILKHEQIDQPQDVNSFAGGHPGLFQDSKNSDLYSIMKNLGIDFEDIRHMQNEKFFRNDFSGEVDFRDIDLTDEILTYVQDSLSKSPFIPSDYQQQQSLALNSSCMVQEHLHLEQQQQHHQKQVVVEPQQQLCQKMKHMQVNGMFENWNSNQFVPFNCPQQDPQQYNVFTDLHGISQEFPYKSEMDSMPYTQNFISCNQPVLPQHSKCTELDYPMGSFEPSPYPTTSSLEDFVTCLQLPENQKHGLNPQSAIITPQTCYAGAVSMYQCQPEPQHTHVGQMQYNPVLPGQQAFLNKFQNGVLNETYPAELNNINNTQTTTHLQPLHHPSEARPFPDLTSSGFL
RPL19A TOR yeast: RPL19A-GFP expression modulators in yeast, primary screen, cell-based, S. cerevisiae, multiplex flow cytometry, MLPCN | 330,000 tested, 0.3% active | S. cerevisiae RPL19A-GFP strain, 3 h; hits give low values | percent response vs DMSO, % at 10 µM;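 active = percent response vs DMSO below 50%; inconclusive = fewer than 70 events counted for the yeast strain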;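 also: median channel GFP fluorescence of the barcoded RPL19A-GFP strain; ratio of sample median GFP to plate DMSO average so 100% = DMSO; lower means less RPL19A-GFP as with rapamycin TOR inhibition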
CR mimetic SO: reduction of superoxide in aged yeast, primary screen, HTS; S. cerevisiae aged cells, superoxide DHE fluorescence; hits give low values; superoxide response (% of plate mean), % at 10 µM; 330,000 tested, 0.18% active;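 active = superoxide response under a set limit, about three screen SD below normal, cut at about 65% in these data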;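 also: yeast aged for seven days with compound at 30 °C before DHE staining; 100% = average MFI of all compound-treated wells on the plate with controls excluded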
CIT2-GFP yeast: modulators of CIT2-GFP expression in yeast, primary screen, S. cerevisiae, GFP fusion, multiplex flow cytometry, MLPCN library; S. cerevisiae CIT2-GFP strain, 3 h; 100 means same as DMSO wells; GFP response vs DMSO, % at 10 µM; 320,000 tested, 0.065% active; AID 2029, 2009;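 active = GFP response relative to DMSO above a set limit, near the screen mean plus 3 SD, cut at about 150% in these data; inconclusive = Fewer than 70 cells measured for a yeast strain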;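 also: ratio of well median GFP fluorescence to mean of DMSO wells on the plate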
An asterisk follows results filed as active; ? = inconclusive; · = no result given; [ ] = another dose, or the depositor's remark. Outcome played no part in choosing rows; 3.9% or so of the library scored in one or more.

Results follow in this order: MEP2 TOR yeast, LAP4-GFP MLPCN, Efflux pump inh, AGP1-GFP MLPCN, AHR activator, RPL19A TOR yeast, CR mimetic SO, CIT2-GFP yeast
CCOC(=O)c1ccc2ncc(C(=O)OCC)c(NCc3ccco3)c2c1
→ 101, 108, -0.1, 103, 5, 100, 106, 108
COC(=O)c1ccc(NC(=O)CCS(=O)(=O)c2ccc3c(c2)NC(=O)C(C)S3)cc1 (stereo not drawn)
→ 99, 104, 0.1, 106, -1, 97, 121, 107
Cc1cc(N=Nc2ccc(C)c(N=Nc3cc(C)c(N)cc3N)c2)c(N)cc1N
→ 100, 96, 0.0, 95, 18, 98, 120, 91
CC(=O)c1c(C)[nH]c(C(=O)Nc2nc(C)cs2)c1C
→ 97, 105, 0.0, 104, -5, 97, 94, 105
COc1ccc(CNC(=O)c2c(C)oc3c2C(=O)c2ccccc2C3=O)cc1
→ 108, 102, 0.4, 99, 5, 102, 128, 100
CC(=O)c1c(C(C)=O)c(C)n(Cc2ccc3c(c2)OCO3)c1C
→ 96, 92, 0.0, 102, -1, 97, 103, 101
O=C(NCc1ccc(N2CCCC2=O)cc1)c1cccc(Cl)c1
→ 101, 101, 0.0, 105, -3, 102, 92, 101
COC(=O)COc1ccc(/C=C2/SC(=O)N(CC(=O)N3CCCC3)C2=O)cc1Br
→ 104, 100, -0.1, 108, 3, 104, 110, 105
C=CCN1C(=O)C2C(C(=O)NC)C3(C)C=CC2(O3)C1C(=O)NCc1ccc(OC)cc1 (stereo not drawn)
→ 519*[may fluoresce violet], 101[may fluoresce violet], 0.1, ?, -2, 56[may fluoresce violet], 92, ?
Fc1ccc(CN2C3=NCCCN3c3ccccc32)cc1
→ 112, 96, 0.1, 102, 1, 105, 112, 105
CC(C)c1ccc(Nc2cnn(C34CC5CC(CC(CC(=O)O)(C5)C3)C4)c(=O)c2Cl)cc1
→ 114, 108, 0.0, 109, -2, 100, 105, 110
CCOc1ccc2ccccc2c1/C=N/NC(=O)c1cc(C)[nH]n1
→ 106, 95, -0.1, 97, 12, 104, 98, 100
O=C(OCc1nc2scc(-c3ccccc3)c2c(=O)[nH]1)c1ccco1
→ 94, 92, -0.1, 104, 0, 98, 101, 103
O=C(OCC(=O)N1CCC(Cc2ccccc2)CC1)c1ccc[nH]c1=O
→ 101, 103, 0.1, 103, 0, 101, 90, 102
COc1cccc(/C=N/NC(=S)NC2CC3CCC2C3)c1OC (stereo not drawn)
→ 108, 102, 0.1, 88, 15, 91, 102, 85
Cn1cccc1C1(C(F)(F)F)NCCNC1=O (stereo not drawn)
→ 100, 105, 0.1, 100, 2, 101, 79, ·
O=C1COc2ccccc2CN1
→ 146, 104, -0.1, 102, -2, 95, 82, 115
COc1ccccc1C(=O)Nc1c2c(nn1-c1ccc([N+](=O)[O-])cc1)CS(=O)(=O)C2
→ 110, 99, -0.2, 100, 1, 97, 116, 109
COc1ccc(OC)c(S(=O)(=O)NCc2csc(-c3ccccc3)n2)c1
→ 94, 92, 0.0, 75, 13, 107, 83, 65
COc1ccc(S(=O)(=O)N2CCOCC2)cc1NC(=O)CSc1ncccn1
→ 94, 96, -0.2, 98, -1, 95, 94, 105

Later entries.
Results follow in this order: MEP2 TOR yeast, LAP4-GFP MLPCN, Efflux pump inh, AGP1-GFP MLPCN, AHR activator, RPL19A TOR yeast, CR mimetic SO, CIT2-GFP yeast
O=C(Nc1ncccc1Cl)c1cccc(F)c1
→ 101, 100, 0.2, 97, -3, 103, 113, 98
CCn1cc(CNC(=O)c2ccc3nc(Cc4ccc(OC)cc4)oc3c2)cn1
→ 99, 95, 0.0, 98, 1, 97, 87, 107
Cc1[nH][nH]c(=O)c1N=Nc1ccc(F)cc1
→ 108, 97, -0.1, 94, 0, 104, 96, 107
O=C(CSc1ccc(-c2nc3ccccc3[nH]2)cn1)Nc1ccc(S(=O)(=O)N2CCCC2)cc1
→ 98, 83, 0.4, 96, 4, 98, 64*, 96
Cc1ccc(NC(=O)N2CCc3ccccc32)cc1
→ 101, 104, 0.1, 94, 8, 101, 101, 95
CCOC(=O)C1=C(N)Oc2cc(O)ccc2C1c1cccc(Cl)c1 (stereo not drawn)
→ 100, 89, -0.1, 99, 6, 102, 101, 98
COc1cc2c(cc1NC(=O)c1ccncc1)oc1ccccc12
→ 98, 124, -0.2, ·, 64*, 102, 102, 97
CCOC(=O)CSc1nnc(-c2cccc(Cl)c2)n1CC
→ 94, 95, 0.0, 93, 2, 94, 89, 99
CC1CCC(C(=O)NC(C(=O)N2CCN(c3ccccn3)CC2)C(C)C)CC1 (stereo not drawn)
→ 107, 106, 0.1, 109, 0, 109, 101, 113
CCCCNS(=O)(=O)c1ccc2nc(-c3cccnc3)cc(C(=O)NC3CCCC3)c2c1
→ 200*[may fluoresce violet], 94[may fluoresce violet], 0.1, 28[may fluoresce violet], 0, 50*[may fluoresce violet], 93, ?
C=CCN1CN(S(=O)(=O)c2ccc(OC)cc2)c2nc3ccccc3nc21
→ 130, 102, -0.3, 100, 5, 100, 102, 107
O=C(C1CCC1)N1CCC(O)(c2cccc(F)c2)CC1
→ 101, 99, 0.0, 95, -2, 94, 96, 97
O=c1c(Cc2ccc(Cl)cc2Cl)c(O)ccn1CCCN1CCOCC1
→ 111, 95, -0.1, 107, -1, 101, 89, 109
COc1ccccc1CNC(=O)CCSCc1cccc(Cl)c1
→ 91, 90, -0.2, 92, 30, 98, 113, 94
Cc1ccc(N2C(=O)CC(N3CCc4ccccc43)C2=O)cc1Cl (stereo not drawn)
→ 115, 112, -0.3, 110, -1, 103, 108, 114
O=C(NC1CCCC1)C(c1c[nH]c2ccccc12)N(C(=O)Cn1nnc(-c2ccc(Cl)cc2)n1)c1ccccc1 (stereo not drawn)
→ 94, 92, 0.2, 93, -1, 92, 84, 87
C=CCSC1=NNC(c2ccc(C(C)(C)C)cc2)=NN1
→ 96, 105, -0.1, 103, 2, 103, 104, 102
O=C(c1ccccc1)N(Cc1ccc(F)cc1)C1CCS(=O)(=O)C1 (stereo not drawn)
→ 105, 105, 0.1, 107, 0, 103, 97, 108
COC(=O)c1ccc(NC(=O)C2CCN(C(=O)c3cc(OC)c(OC)c(OC)c3)CC2)cc1
→ 115, 109, 0.4, 108, 10, 112, 112, 106
O=C(OCC(=O)N1CCCC1)c1c(Cl)ccc(Cl)c1Cl
→ 112, 103, 0.0, 101, 37, 95, 92, 101

Next section, overlapping the part above by 6 compounds.
Results follow in this order: MEP2 TOR yeast, LAP4-GFP MLPCN, Efflux pump inh, AGP1-GFP MLPCN, AHR activator, RPL19A TOR yeast, CR mimetic SO, CIT2-GFP yeast
Cc1ccc(N2C(=O)CC(N3CCc4ccccc43)C2=O)cc1Cl (stereo not drawn)
→ 115, 112, -0.3, 110, -1, 103, 108, 114
O=C(NC1CCCC1)C(c1c[nH]c2ccccc12)N(C(=O)Cn1nnc(-c2ccc(Cl)cc2)n1)c1ccccc1 (stereo not drawn)
→ 94, 92, 0.2, 93, -1, 92, 84, 87
C=CCSC1=NNC(c2ccc(C(C)(C)C)cc2)=NN1
→ 96, 105, -0.1, 103, 2, 103, 104, 102
O=C(c1ccccc1)N(Cc1ccc(F)cc1)C1CCS(=O)(=O)C1 (stereo not drawn)
→ 105, 105, 0.1, 107, 0, 103, 97, 108
COC(=O)c1ccc(NC(=O)C2CCN(C(=O)c3cc(OC)c(OC)c(OC)c3)CC2)cc1
→ 115, 109, 0.4, 108, 10, 112, 112, 106
O=C(OCC(=O)N1CCCC1)c1c(Cl)ccc(Cl)c1Cl
→ 112, 103, 0.0, 101, 37, 95, 92, 101
COc1ccc2c(c1)[nH]c1c(N3CCSCC3)ncnc12
→ 89, 100, 0.2, 102, 41, 92, 109, 91
CCN(CC)CC#CCC(OC)(c1ccccc1)c1ccccc1
→ 90, 101, 0.5, 93, 4, 94, 80, 84
Cc1ccc(S(=O)(=O)N(C)CC(=O)NNC(=O)Cc2ccccc2F)cc1
→ 99, 95, 0.2, 95, 4, 97, 127, 90
CC(C)C(=O)Nc1ccc2c(c1)nc(CCN1CCN(c3ccccc3)CC1)n2C
→ 94, 98, 0.0, 100, -3, 95, 104, 97
CCOc1ccc(-c2nc(C)c(C(C)=O)n2O)cc1
→ 99, 102, 0.0, 107, 14, 98, 76, 96
CCOCCCNC(=O)C(NC(=O)c1ccccn1)c1ccc(C)cc1 (stereo not drawn)
→ 96, 102, 0.2, 103, 1, 103, 100, 106
O=S(=O)(Nc1cccc2ccccc12)c1cccc2nonc12
→ 101, 102, 0.0, 104, 5, 101, 101, 96
Cc1cnc(NC(=O)CSc2nnc(C)n2N)s1
→ 120, 106, 0.0, 99, 5, 101, 104, 102
Cc1cc2c(cc1C)[n+](C)cn2CC(O)COCC1CC=CCC1 (stereo not drawn)
→ 109, 103, 0.0, 102, -2, 103, 80, 96
C/C=C/C=N/Nc1nc(C)cc(=O)[nH]1
→ 102, 93, -0.4, 96, 5, 107, 119, 105
Cc1ccc2nc(-c3ccc(NC(=O)CSc4ccccc4)cc3)[nH]c2c1
→ 98, 98, -0.1, 97, 4, 93, 105, 91
COC/C=C/C1=CC2=CC(=O)C(C)(OC(=O)c3cnc4ccccc4n3)C(=O)C2=CN1CCCOC(C)C (stereo not drawn)
→ 93, 122, 0.3, 91, 6, 100, 81, 89
COCCC(=O)N1CCC(Oc2ccc(C(=O)NC3Cc4ccccc4C3)cc2)CC1
→ 101, 89, -0.2, 94, 1, 97, 103, 98
O=C(Nc1cccc(-c2cnc3ccccc3n2)c1)C1CC(=O)N(c2ccccc2)C1 (stereo not drawn)
→ 94, 86, -0.4, 96, 4, 103, 93, 96
Cc1ccc(C)c(N(CC(=O)NC(C)C)C(=O)CCC(=O)Nc2ccccn2)c1
→ 115, 84, 0.1, 104, 1, 101, 95, 117
